KCNK9 block: inhibitors of human KCNK9 two-pore domain potassium channel; HEK293 KCNK9, FluxOR thallium flux fluorescence; stronger effect = lower value; Q9NPC2; B-score at 10 µM; 310,000 compounds, 1.2% hits;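 active means ratio B-score over 3 SD below the library mean, with starting fluorescence within 5 SD of its mean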;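 further: negative B-score means less thallium flux so channel inhibition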
hERG rescue: shields human hERG channel from block by proarrhythmic agents. 310,000 compounds, 0.51% hits. activation (rescue from dofetilide block), less the hit threshold, % at 10 µM. AID 1511. CHO-hERG, FluxOR thallium flux, dofetilide IC70 present;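 active means activation above the mean of controls blocked by dofetilide plus 5 SD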;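 further: thallium influx through hERG after potassium depolarization seen as dye fluorescence rise; in these data hits start at about 4.7%; inactives centre near -7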
HDAC3 inhib: human HDAC3 inhibition | O15379 | AID 2718 | recombinant HDAC3, fluorogenic peptide/trypsin coupled, fluorescence | 320,000 compounds, 0.15% hits | inhibition, % at 8.3 µM; in the data active means inhibition above about 26%, passing the limit was not always enough; inconclusive means no clear call, values can overlap the other calls
Target sequence (O15379 whole entry, looked up): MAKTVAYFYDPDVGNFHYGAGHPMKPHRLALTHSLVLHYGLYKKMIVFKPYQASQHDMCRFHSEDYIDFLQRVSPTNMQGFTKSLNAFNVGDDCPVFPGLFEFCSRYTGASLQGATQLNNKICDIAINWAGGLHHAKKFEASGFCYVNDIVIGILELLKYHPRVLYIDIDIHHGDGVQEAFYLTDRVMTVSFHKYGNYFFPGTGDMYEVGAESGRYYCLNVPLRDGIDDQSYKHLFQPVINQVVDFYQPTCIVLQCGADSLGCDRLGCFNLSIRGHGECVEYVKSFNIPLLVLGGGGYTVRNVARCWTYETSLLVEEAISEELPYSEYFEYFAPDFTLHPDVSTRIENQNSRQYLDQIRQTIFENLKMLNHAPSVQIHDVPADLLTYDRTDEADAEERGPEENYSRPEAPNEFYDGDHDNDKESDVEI
GSK3A inh: blocks human GSK-3 alpha kinase | 320,000 compounds, 0.1% hits | P49840 | AID 2650 | ADP-Glo luminescence, 60 min | inhibition, % at 10 µM;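 in the data active means inhibition above about 50%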;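 further: GST-tagged GSK-3 alpha with peptide substrate and 25 µM ATP; 0% = DMSO neutral wells and 100% = GW8510 positive control wells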
PolyA inh: inhibitors of polyadenylation in S. cerevisiae | AID 1875 | 300,000 compounds, 0.02% hits | S. cerevisiae SKY197-pL101 polyadenylation reporter, beta-gal luminescence; efflux-impaired pdr1/pdr3 knockout yeast; score 100 = 6 SD above DMSO | calls only at 12 µM;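 active means lowest replicate activity score at least 50, where 100 means six control SD above control mean; inconclusive means lowest score under 50 but half or more replicates reach 50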;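 further: yeast exposed to compound for 9 h at 30 °C; higher score means more reporter readthrough which indicates perturbed polyadenylation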
Dyrk1A ADPGlo: inhibitors of rat Dyrk1A kinase | Q63470 | ADP-Glo luminescence, NFATc1 peptide | inhibition, % at 12.5 µM | 310,000 compounds, 0.43% hits | AID 504441; in the data active means inhibition above about 50%;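 further: plate controls were vehicle with enzyme for no effect and no enzyme for full effect; many of its hits are not listed in these tables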
RGS4 pot: potentiators or activators of RGS4; HEK293 M3R/inducible RGS4, carbachol calcium flux Fluo4; stronger effect = lower value; 310,000 compounds, 0.92% hits; B-score at 10 µM; AID 463111;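 active means B-score of the integrated calcium signal more than 4 SD below the library mean, with starting fluorescence not abnormally high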;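 further: negative B-score means reduced calcium response which marks RGS4 activation or potentiation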
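System: HEK293 FlpIn-TREx cells, stable M3R, doxycycline-inducible RGS4. Timing: overnight RGS4 induction, 30 min dye load 37 °C, 20 min compound RT. Also added: carbachol, ECmax concentration. Measured by: Fluo4 fluorescence kinetic imaging of calcium. Evaluation: integrated calcium ratio converted to B score.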
KCNK3 inh: human KCNK3 channel inhibition, primary screen. CHO-KCNK3 thallium flux, FluxOR fluorescence; stronger effect = lower value. AID 602410. 340,000 compounds, 0.84% hits. B-score at 10 µM;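 active means B-score under library mean minus 4 SD, starting fluorescence ratio at most library mean plus 5 SD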;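 further: more negative B-score means stronger inhibition of thallium flux through KCNK3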
GSK3beta inhib: inhibitors of human GSK3beta kinase; P49841; GST-GSK3beta kinase, ADP-Glo luminescence, 60 min; stronger effect = lower value; activity score (negative = inhibition), % at 10 µM; 300,000 compounds, 0.038% hits; AID 2097;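 active means more than half of replicate wells score below -50%, meaning over 50% inhibition versus plate controls; inconclusive means some replicates but at most half score below -50%; inactive means no replicate scores below -50%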;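 further: 0% = median DMSO wells and -100% = median GW8510 positive control wells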
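Test system – GST-tagged human GSK3beta kinase, cell-free · Incubation – 60 min enzyme reaction, room temperature · Signal – ADP-Glo luminescence · Also added – peptide substrate and ATP at 25 µM · Controls – DMSO neutral wells and GW8510 at 20 µM as positive · Buffer or medium – Tris/MgCl2 kinase buffer · Measure – Luminescence-derived activity versus plate DMSO and GW8510 wells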
KCNQ1 inh: human KCNQ1 channel inhibition; P51787; CHO-K1 KCNQ1, FluxOR thallium flux fluorescence; stronger effect = higher value; B-score at 10 µM; 310,000 compounds, 1.3% hits; AID 2642;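 active means compounds whose thallium flux B-score, printed positive for inhibition, exceeds three library SD while starting fluorescence stays within three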;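 further: channel opened by potassium depolarization with thallium stimulus after 20 min compound exposure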
Target sequence (P51787 whole entry, looked up): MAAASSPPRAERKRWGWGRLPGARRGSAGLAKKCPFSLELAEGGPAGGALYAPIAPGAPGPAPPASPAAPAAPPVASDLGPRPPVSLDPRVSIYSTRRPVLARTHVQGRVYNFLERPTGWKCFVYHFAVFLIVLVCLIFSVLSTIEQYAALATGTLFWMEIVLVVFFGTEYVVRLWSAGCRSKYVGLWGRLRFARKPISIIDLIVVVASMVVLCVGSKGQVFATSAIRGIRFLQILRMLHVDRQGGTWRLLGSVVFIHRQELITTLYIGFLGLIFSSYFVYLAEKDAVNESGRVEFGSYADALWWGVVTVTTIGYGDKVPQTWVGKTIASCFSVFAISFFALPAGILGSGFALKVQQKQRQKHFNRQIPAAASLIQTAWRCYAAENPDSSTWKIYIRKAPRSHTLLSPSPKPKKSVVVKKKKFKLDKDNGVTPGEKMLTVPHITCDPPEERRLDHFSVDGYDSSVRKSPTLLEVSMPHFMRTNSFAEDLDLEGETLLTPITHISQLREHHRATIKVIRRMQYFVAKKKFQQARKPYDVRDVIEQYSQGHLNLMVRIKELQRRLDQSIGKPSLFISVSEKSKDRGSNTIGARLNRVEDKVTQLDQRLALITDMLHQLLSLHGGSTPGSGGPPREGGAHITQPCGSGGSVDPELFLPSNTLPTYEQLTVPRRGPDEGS
KCNQ1 act: potentiates or activates the human KCNQ1 potassium channel; AID 2648; P51787; 310,000 compounds, 0.35% hits; B-score at 10 µM; CHO-K1 KCNQ1, thallium flux FluxOR fluorescence; stronger effect = higher value;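 active means fluorescence ratio B-score, a plate-corrected score, at least three library SD, with initial intensity B-score within 5 SD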
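Test system: CHO-K1 cells stably expressing KCNQ1 / Medium: assay buffer / Also added: depolarizing K+/Tl+ stimulus, K2SO4 and Tl2SO4 each 12.5 mM in 5x stock / Incubation: 90 min dye loading and 20 min compound exposure, both at room temperature / Signal: thallium influx via FluxOR fluorescence, kinetic imaging / Evaluation: B score of baseline-normalized fluorescence ratio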
Starred values were filed as active, the others as inactive; i = inactive; ? = inconclusive; nt = no result given. The list is partial (hit frequency here may not be typical).

1. COc1ccc(C/C(N)=N/OC(=O)c2ccco2)cc1OC
2. Cc1ccc(C)c(S(=O)(=O)N/N=C/c2ccc(N3CCOCC3)cc2)c1
3. COCc1ccc(CN2CCC(CO)(CC3CCCCO3)CC2)o1 (configuration not stated)
4. CCOC(=O)c1c(C)oc2c1c(C=NCCO)c(O)c1ccccc12
5. Cc1ccc(C(=O)O)cc1NC(=O)C1CCCN1S(=O)(=O)c1cccc2nsnc12 (configuration not stated)
6. COc1ccc(C(O)P(=O)(OC(C)C)c2ccc(N(C)C)cc2)c(OC)c1 (configuration not stated)
7. CSc1nc(Sc2ccc(Cl)cc2)c2ccccc2n1
8. O=C(NCC1CCCO1)c1ccccc1-c1nc(-c2ccc(Cl)cc2)no1 (configuration not stated)

entry no.,1,2,3,4,5,6,7,8
PolyA inh,i,i,i,nt,i,i,i,i
KCNK9 block,i,i,i,i,i,i,i,i
KCNQ1 inh,i,i,i,i,i,i,i,6*
HDAC3 inhib,-2.8,11.5,0.6,nt,-8.1,4.4,1.5,-3.2
KCNQ1 act,i,i,i,i,i,i,i,i
GSK3beta inhib,3.7,4.2,1.1,1.6,-2.0,-5.3,-0.7,9.1
KCNK3 inh,i,i,i,i,i,i,i,i
GSK3A inh,1.4,-1.9,0.1,nt,21.8,-2.1,-0.7,-1.7
hERG rescue,-2.2,-6.6,-2.0,-19.1,-11.7,-0.5,-6.6,-14.7
Dyrk1A ADPGlo,-0.9,1.3,3.5,4.0,-0.7,-4.8,-2.5,-0.9
RGS4 pot,i,i,i,i,i,i,i,i

Shown with bars between the fields: entries from further up
no. | compound | PolyA inh | KCNK9 block | KCNQ1 inh | HDAC3 inhib | KCNQ1 act | GSK3beta inhib | KCNK3 inh | GSK3A inh | hERG rescue | Dyrk1A ADPGlo | RGS4 pot
2 | Cc1ccc(C)c(S(=O)(=O)N/N=C/c2ccc(N3CCOCC3)cc2)c1 | i | i | i | 11.5 | i | 4.2 | i | -1.9 | -6.6 | 1.3 | i
3 | COCc1ccc(CN2CCC(CO)(CC3CCCCO3)CC2)o1 (configuration not stated) | i | i | i | 0.6 | i | 1.1 | i | 0.1 | -2.0 | 3.5 | i
4 | CCOC(=O)c1c(C)oc2c1c(C=NCCO)c(O)c1ccccc12 | nt | i | i | nt | i | 1.6 | i | nt | -19.1 | 4.0 | i
5 | Cc1ccc(C(=O)O)cc1NC(=O)C1CCCN1S(=O)(=O)c1cccc2nsnc12 (configuration not stated) | i | i | i | -8.1 | i | -2.0 | i | 21.8 | -11.7 | -0.7 | i
6 | COc1ccc(C(O)P(=O)(OC(C)C)c2ccc(N(C)C)cc2)c(OC)c1 (configuration not stated) | i | i | i | 4.4 | i | -5.3 | i | -2.1 | -0.5 | -4.8 | i
7 | CSc1nc(Sc2ccc(Cl)cc2)c2ccccc2n1 | i | i | i | 1.5 | i | -0.7 | i | -0.7 | -6.6 | -2.5 | i
8 | O=C(NCC1CCCO1)c1ccccc1-c1nc(-c2ccc(Cl)cc2)no1 (configuration not stated) | i | i | 6* | -3.2 | i | 9.1 | i | -1.7 | -14.7 | -0.9 | i

(next part)
9. Cc1c2cnn(-c3ccccc3)c(=O)c2c(C)n1CCCC(=O)N1CCN(C2CCCCC2)CC1
10. CCC1(C(=O)c2ccccc2)C(c2ccc([N+](=O)[O-])cc2)C1(C(=O)OC)C(=O)OC (configuration not stated)
11. Clc1ccc(-c2nsc(N3CCOCC3)n2)c(Cl)c1
12. Cc1cccc(/C=C2/S/C(=N/N=C3\CC4CCC3(C)C4(C)C)NC2=O)c1 (configuration not stated)
13. Cc1ccccc1N(C(=O)Cn1nnc2ccccc21)C(C(=O)NCc1ccco1)c1ccncc1 (configuration not stated)
14. Cc1nnn(C23CC4CC(CC(CC(=O)Nc5ccc(C)c(Cl)c5)(C4)C2)C3)n1
15. O=C1CCC/C(=N/NC(=O)c2ccc(CN3c4cccc5cccc(c45)S3(=O)=O)cc2)C1
16. Cc1ccc(/C=N/NC(=O)c2ccccn2)o1

entry no.,9,10,11,12,13,14,15,16
PolyA inh,i,i,i,i,i,i,i,i
KCNK9 block,i,i,i,i,i,i,i,i
KCNQ1 inh,i,i,i,i,i,i,i,i
HDAC3 inhib,4.4,7.8,7.6,?,3.5,8.4,0.4,2.3
KCNQ1 act,i,i,i,18*,i,i,i,i
GSK3beta inhib,1.7,-3.5,-1.3,-0.1,3.6,0.7,0.3,-0.7
KCNK3 inh,i,i,i,i,i,i,i,i
GSK3A inh,-1.8,1.4,-0.9,-1.9,-5.4,-3.1,1.1,-1.6
hERG rescue,-12.5,-9.0,0.1,14.0*,-10.2,-5.2,-7.2,-6.1
Dyrk1A ADPGlo,-3.3,-1.0,2.2,5.0,1.7,-15.7,nt,12.6
RGS4 pot,i,i,i,i,i,i,i,i

17. Cc1onc(-c2c(F)cccc2Cl)c1C(=O)NCc1ccccc1
18. COC(=O)c1ccccc1NC(=O)C12CC3CC(C1)CC(n1cnc(Cl)n1)(C3)C2
19. Cc1cc(NC(=O)COC(=O)COc2cccc3c2OC(C)(C)C3)no1
20. CC(c1cccs1)N(Cc1ccco1)C(=S)Nc1ccc(F)c(Cl)c1 (configuration not stated)
21. Cc1nc(N/N=C/c2ccccc2)nc(N(C)c2ccccc2)c1[N+](=O)[O-]
22. CC(=O)c1cccc(S(=O)(=O)N(CCCO)Cc2cc3ccc(C)cc3[nH]c2=O)c1
23. Cc1ccc(C)c(N=Cc2c(O)c3ccccc3oc2=O)c1
24. Nc1cc(N)nc(SCCN2CCCCC2)n1

entry no.,17,18,19,20,21,22,23,24
PolyA inh,i,i,i,i,i,i,i,i
KCNK9 block,i,i,i,i,i,i,i,i
KCNQ1 inh,i,i,i,10*,i,i,i,i
HDAC3 inhib,-0.6,-1.0,11.9,7.3,7.5,-1.3,-7.6,-2.5
KCNQ1 act,i,i,i,i,i,i,i,i
GSK3beta inhib,3.0,-0.5,-2.5,0.0,0.5,-0.1,0.9,2.6
KCNK3 inh,i,i,i,i,i,i,i,i
GSK3A inh,-0.2,-1.7,-3.1,-2.5,-7.9,1.5,-0.1,-1.5
hERG rescue,-7.3,-17.1,-12.9,-15.1,-8.7,-11.2,-4.2,-8.7
Dyrk1A ADPGlo,1.9,7.7,-4.1,-2.4,-2.2,-2.7,nt,3.1
RGS4 pot,i,i,i,i,i,i,i,i

25. CC(=O)Nc1ccc(Nc2nc(C)c([N+](=O)[O-])c(Nc3ccc(NC(C)=O)cc3)n2)cc1
26. COC(=O)[C@H](CCSC)NC(=O)Nc1ccc(C)c(C)c1
27. Cn1c(C(=O)O)cnc1Sc1ncc(C(F)(F)F)cc1Cl
28. Cc1cccc(C)c1NC(=S)NC1CCCCC1
29. CC1=C(C(=O)Nc2ccccc2C)C(c2ccc(C)o2)n2c(s/c(=C/c3ccccc3)c2=O)=N1 (configuration not stated)
30. CC(C)[C@H](NC(=O)[C@@H]1CSCN1C(=O)OC(C)(C)C)C(=O)NCC1CCC(C(=O)O)CC1 (some centres not stated)
31. CC(=O)Nc1nc(C)c(Oc2ccc(C)cc2)c(=O)[nH]1
32. COc1cc(C(=S)N2CCOCC2)cc(OC)c1OC(=O)c1ccccc1[N+](=O)[O-]

entry no.,25,26,27,28,29,30,31,32
PolyA inh,i,i,i,i,i,i,i,i
KCNK9 block,i,i,i,i,i,i,i,i
KCNQ1 inh,i,i,i,i,i,i,i,i
HDAC3 inhib,1.7,-9.9,-1.7,4.5,3.3,-4.8,1.8,-14.7
KCNQ1 act,i,i,i,i,i,i,i,i
GSK3beta inhib,0.2,0.2,2.2,-3.2,-1.0,-2.1,-6.1,-1.6
KCNK3 inh,i,i,i,i,i,i,i,i
GSK3A inh,0.6,-4.4,-1.7,0.0,2.3,-0.6,-1.5,2.8
hERG rescue,-5.7,-9.6,-7.5,-2.6,-3.6,-7.3,-6.8,-4.6
Dyrk1A ADPGlo,1.4,2.7,-5.7,-1.2,1.8,-1.0,1.3,5.6
RGS4 pot,i,i,i,i,i,i,i,i

33. Nc1c(-c2ccc(Cl)cc2)cnn1-c1cccc([N+](=O)[O-])c1
34. O=c1c2ccccc2nc(SCc2ccccc2)n1Cc1ccco1
35. CCOC(=O)c1cnn(-c2ccc(Cl)cc2)c1C1CCN(C(=O)OC(C)(C)C)CC1
36. O=C(N/N=C1\C2CN3CCN(C2)CC1(c1ccccc1)C3)c1ccc(F)cc1
37. Cc1ccccc1C(=O)NCC(=O)OC(C)C(=O)NCc1ccco1 (configuration not stated)
38. COc1ccc(CN(CC2CCC(C(=O)O)CC2)C(=S)Nc2cc(C)cc(C)c2)cc1 (configuration not stated)
39. CCOC(=O)C1CCN(C(=O)c2ccc(OCC(=O)Nc3cccc(C(F)(F)F)c3)c(OC)c2)CC1
40. CCN(CC)CCN1C(=O)C(=O)/C(=C(/O)c2c(C)[nH]c(C(=O)OC)c2C)C1c1ccc(OC)cc1 (configuration not stated)
41. O=C(C1=C[C@@H](c2coc3ccccc3c2=O)C[C@@H](OCc2ccc(CO)cc2)O1)N1CCN(Cc2ccccc2)CC1

entry no.,33,34,35,36,37,38,39,40,41
PolyA inh,i,i,i,i,i,i,i,i,i
KCNK9 block,i,-11.8*,i,i,i,i,i,i,i
KCNQ1 inh,i,i,i,i,i,i,i,i,i
HDAC3 inhib,0.3,3.0,10.9,1.9,-2.5,0.6,-2.0,3.4,1.2
KCNQ1 act,i,i,i,i,i,i,i,i,i
GSK3beta inhib,-0.5,-0.4,-0.4,1.3,5.2,0.8,1.8,5.9,2.4
KCNK3 inh,i,-10.9*,i,i,i,i,i,i,i
GSK3A inh,-1.2,-1.1,-0.7,0.6,0.3,-3.1,-1.3,1.5,-1.4
hERG rescue,-7.3,-12.3,-11.1,-2.1,-8.1,-15.0,-24.6,-13.0,-16.0
Dyrk1A ADPGlo,-0.8,0.2,3.5,-6.7,-4.4,-3.1,26.3,-1.5,3.9
RGS4 pot,i,i,i,i,i,i,i,i,i
